# HSF1 inh: HSF1 inhibition; NIH3T3-HGL HSE-luciferase, MG132-induced, luminescence 8 h; active compounds read low; activity change, negative = inhibition, % at 7.5 µM (by protocol); 300,000 tested, 0.77% active; AID 2098;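 active = more than half of replicate wells show activity change below -50%, luminescence cut by over half; inconclusive = some wells, but at most half, below -50%; inactive = no replicate well below -50%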;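 note: luciferase reports HSF-1 transcriptional activity via heat shock element; 0% = median of DMSO wells and -100% = zero luminescence signal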
# HDAC3 inhib: inhibitors of human histone deacetylase 3. 320,000 tested, 0.15% active. inhibition, % at 8.3 µM. O15379. recombinant HDAC3, fluorogenic peptide/trypsin coupled, fluorescence. AID 2718; in the data active = inhibition above about 26%, passing the limit was not always enough; inconclusive = no clear call, values can overlap the other calls
# Target sequence (O15379 whole entry, looked up): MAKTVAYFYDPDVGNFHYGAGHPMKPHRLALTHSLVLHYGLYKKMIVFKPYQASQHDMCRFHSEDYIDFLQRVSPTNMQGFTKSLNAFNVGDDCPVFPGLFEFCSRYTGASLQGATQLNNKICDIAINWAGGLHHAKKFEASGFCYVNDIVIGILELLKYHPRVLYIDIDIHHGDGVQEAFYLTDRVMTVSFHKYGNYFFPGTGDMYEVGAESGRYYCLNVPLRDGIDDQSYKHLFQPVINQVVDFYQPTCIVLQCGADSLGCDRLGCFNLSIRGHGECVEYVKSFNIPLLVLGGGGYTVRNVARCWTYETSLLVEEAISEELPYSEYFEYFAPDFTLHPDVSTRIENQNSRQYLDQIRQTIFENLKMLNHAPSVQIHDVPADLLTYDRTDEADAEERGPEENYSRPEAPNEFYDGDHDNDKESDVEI
# Platelet DG rel: platelet dense granule release activity. human platelet-rich plasma, SFLLRN dense granule ATP release, luminescence. inhibition, %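 (compounds screened at 7.5 µM in platelet-rich plasma)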. 300,000 tested, 0.22% active;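 active = mean replicate score, as percent of positive control, at or above 50; inconclusive = mean below 50 but at least one replicate at or above 50; inactive = mean and every replicate below 50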
# HSF1 activator: increases HSF-1 driven luciferase reporter signal; 300,000 tested, 1.7% active; activation, % at 9 µM; AID 504408; NIH3T3-HGL HSF-1 luciferase reporter, MG132, 8 h; 100% = twice DMSO control signal;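 active = mean replicate activation of at least 50% with a set share of replicates each reaching 50%; inconclusive = only one of those two conditions met; inactive = mean below 50% and too few replicates reaching it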;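 note: 0% = median of the neutral control wells and 100% = twice that signal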
# GSK3B inh: human GSK3beta kinase inhibition; P49841; GST-GSK3beta kinase, ADP-Glo luminescence, 60 min; active compounds read low; activity score (negative = inhibition), % at 10 µM; 300,000 tested, 0.038% active; AID 2097;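 active = more than half of replicate wells score below -50%, meaning over 50% inhibition versus plate controls; inconclusive = some replicates but at most half score below -50%; inactive = no replicate scores below -50%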;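 note: 0% = median DMSO wells and -100% = median GW8510 positive control wells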
# Target sequence (P49841 whole entry, looked up): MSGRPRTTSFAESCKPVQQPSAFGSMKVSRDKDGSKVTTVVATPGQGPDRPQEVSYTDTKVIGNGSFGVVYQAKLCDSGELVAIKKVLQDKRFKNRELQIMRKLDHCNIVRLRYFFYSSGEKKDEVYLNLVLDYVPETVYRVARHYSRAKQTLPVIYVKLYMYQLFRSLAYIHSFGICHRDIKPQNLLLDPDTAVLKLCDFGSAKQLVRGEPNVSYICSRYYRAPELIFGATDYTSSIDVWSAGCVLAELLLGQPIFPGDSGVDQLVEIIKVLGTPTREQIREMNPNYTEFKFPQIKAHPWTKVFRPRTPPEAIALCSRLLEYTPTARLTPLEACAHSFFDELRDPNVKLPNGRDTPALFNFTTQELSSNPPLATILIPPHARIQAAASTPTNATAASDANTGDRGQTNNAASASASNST
#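 Assay system: GST-fused GSK3beta enzyme, cell-free / Medium: Tris pH 7.5 buffer with MgCl2, DTT, BSA, heparin / Also added: peptide substrate plus 25 µM ATP (final) / Compound: 10 µM single point / Timing: kinase reaction with compound 60 min at room temperature / Detection: ADP-Glo luminescence / Benchmarks: DMSO neutral wells and GW8510 at 20 µM as positive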
# GSK3 alpha inh: blocks human GSK-3 alpha kinase. ADP-Glo luminescence, 60 min. P49840. inhibition, % at 10 µM. AID 2650. 320,000 tested, 0.1% active;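 in the data active = inhibition above about 50%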;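 note: GST-tagged GSK-3 alpha with peptide substrate and 25 µM ATP; 0% = DMSO neutral wells and 100% = GW8510 positive control wells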
# HSP90 refold inh: blocks HSP90-mediated luciferase refolding in reticulocyte lysate. inhibition, % at 5.6 µM. 290,000 tested, 0.91% active. Rabbit reticulocyte lysate, luciferase refolding luminescence, 3 h;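 active = inhibition above the screen-wide mean plus 3 SD, computed separately per campaign, cut at about 16% in these data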;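 note: 0% = DMSO wells and 100% = 60 µM geldanamycin wells; inhibitors lower the luminescence because luciferase stays unfolded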
# PolyA inhibitor: inhibitors of polyadenylation in S. cerevisiae. AID 1875. 300,000 tested, 0.02% active. calls only at 12 µM. S. cerevisiae SKY197-pL101 polyadenylation reporter, beta-gal luminescence; efflux-impaired pdr1/pdr3 knockout yeast; score 100 = 6 SD above DMSO;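 active = lowest replicate activity score at least 50, where 100 means six control SD above control mean; inconclusive = lowest score under 50 but half or more replicates reach 50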;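 note: yeast exposed to compound for 9 h at 30 °C; higher score means more reporter readthrough which indicates perturbed polyadenylation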
# AI-2 QS modul: modulators of Vibrio harveyi AI-2 quorum sensing system; activity change, % at 7.5 µM; Vibrio harveyi JMH597 AI-2 luminescence/OD600 ratio, 9 h; active compounds read low; strain lacks LuxN and CqsS sensors; 0 = neutral-control median; AID 2094; 300,000 tested, 0.4% active; in the data active = activity change below about -75%, passing the limit was not always enough; inconclusive = no clear call, values can overlap the other calls;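 note: luminescence divided by OD600 gain over 9 h not by final OD600 alone; inactives centre near 13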
# DYRK1A inh: inhibitors of rat Dyrk1A kinase. ADP-Glo luminescence, NFATc1 peptide. inhibition, % at 12.5 µM. 310,000 tested, 0.43% active. AID 504441; in the data active = inhibition above about 50%;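 note: plate controls were vehicle with enzyme for no effect and no enzyme for full effect; many of its hits are not listed in these tables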
# * marks the source's active call; other numbers are inactive results; i = inactive; ? = inconclusive; . = no result given. Not all compounds are listed; rates above refer to the full screens.
SMILES,HSF1 inh,HDAC3 inhib,Platelet DG rel,HSF1 activator,GSK3B inh,GSK3 alpha inh,HSP90 refold inh,PolyA inhibitor,AI-2 QS modul,DYRK1A inh
COc1ccc(OC(=O)CCN2C(=O)C3C4C=CC(C4)C3C2=O)cc1 (centres undefined),-9,3,7,-2,0,-2,0,i,12,2
CC(=O)COC(=O)c1cccc(N2C(=O)C3C4C=CC(C4)C3C2=O)c1 (centres undefined),-2,5,0,8,0,2,0,i,17,-5
O=C(CS(=O)(=O)c1ccccc1)NC1CCCCC1,1,0,13,7,-3,-2,6,i,-9,3
CCOC(=O)c1c(NC(=O)C2=C(C)NC(=S)NC2c2ccc(F)cc2F)sc(C)c1C (centres undefined),18,0,-10,29,-2,-2,4,i,19,4
CCOC(=O)C1CCCN(Cc2nc(N)nc(Nc3ccccc3)n2)C1 (centres undefined),2,-4,-10,32,-6,-1,-1,i,-5,1
C=C(C)CN=C1NN=C(c2cc(C)n(-c3ccc(C)cc3)c2C)CS1,-2,3,-28,13,-1,0,-2,i,3,-1
COc1ccccc1-c1nc(SCC(=O)NCc2ccco2)c2c(=O)n(C)c(=O)n(C)c2n1,-1,.,-6,13,3,-2,2,i,18,-3
Cc1ccc(Cn2c(C)c3cnn(CC(=O)NCc4ccccn4)c(=O)c3c2C)cc1,2,2,-3,21,3,-2,0,i,24,-1
COc1ccc(NC(=O)Nc2ccc(OCC(=O)N3CCOCC3)cc2)cc1OC,7,0,11,8,3,-1,-1,i,20,-3
Cc1nn(-c2ccccc2)c2sc(C(=O)N(Cc3ccco3)C(C)C(=O)NC(C)(C)C)cc12 (centres undefined),55,-6,-7,91*,4,-1,-4,i,3,-2
CCOc1nc2cnccc2n(CC(=O)Nc2c(C)cccc2CC)c1=O,-4,-5,1,-6,1,0,0,i,7,-4
COc1cc(C(=O)OCC(=O)NC(N)=O)cc(CN2C(=O)c3ccccc3C2=O)c1OC,-5,.,10,4,-27,-1,-2,i,11,1
CCCOc1ccccc1C1CC(=O)NC(C)=C1C(=O)OCC(C)C (centres undefined),11,-2,-3,4,0,-1,0,i,-1,3
Cc1cc(C)c(C#N)c(Sc2nnnn2-c2ccccc2)n1,10,9,8,2,0,-3,-1,i,19,-3
Cc1nc(N=Nc2ccc(O)cc2)n[nH]1,4,15,37,7,-4,3,7,i,30,9
CCOC(=O)c1ccc(NC(=O)[C@@H](NC(N)=O)C(C)C)cc1,-7,6,15,-2,3,-1,5,i,5,2
Cc1ccc(NC(=O)c2ccc(CN3CCc4ccccc4C3)cc2)cc1,3,10,3,18,0,0,-1,i,22,-4
CC1CCCCN1C(=O)CSc1nc(C2CC2)nc2c1cnn2-c1ccccc1 (centres undefined),.,-2,-5,.,1,-2,1,i,6,-1
O=S1(=O)C[C@@H]2N=C(N/N=C/c3ccccc3)S[C@@H]2C1,-4,9,3,5,0,-1,3,i,6,1
CCOCCCNC(=O)CCSc1ccc(C)cc1,-8,-3,-6,4,0,1,0,i,8,0
CC1CCC(NC(=O)C2CCN(c3cnccn3)CC2)CC1 (centres undefined),-7,7,-4,-30,1,-1,-3,i,17,3
COCCNc1nc2nonc2nc1N(C)Cc1cccc2cnccc12,7,4,-2,26,-1,-3,-2,i,8,0
O=C(CSc1nnc(-c2ccccc2)c(-c2ccccc2)n1)N1CCc2ccccc21,78,2,-2,130*,-1,-4,-1,i,16,3
Cc1nc(C)c(C(=O)N(c2ccc(F)cc2)C(C(=O)NCC2CCCO2)c2ccccc2)s1 (centres undefined),3,1,3,9,3,-1,-6,i,3,3
O=C(NCCC1=CCCCC1)C1CCN(C(=O)c2ccc(Br)cc2)CC1,-3,-6,-7,0,1,-4,1,i,30,-3
Cc1cc(C)nc(SCc2nc3nc(C)cc(C)n3c2Br)n1,-8,-7,3,8,3,-2,3,i,16,0
Nc1cc(N)nc(SCC(=O)NCc2ccco2)n1,1,-2,4,9,2,0,0,i,18,-6
CNC(=S)N(Cc1cc2ccc(OC)cc2[nH]c1=O)CC1CCCO1 (centres undefined),-2,3,-3,0,1,-1,-1,i,22,8
Cc1ccc(NC(=O)c2cnccn2)c(Br)c1,5,11,8,31,-1,-1,-3,i,29,0
Cc1c(C#N)c(O)n(CCO)c(=O)c1N=Nc1ccccc1,10,14,5,30,1,-1,1,i,18,10
COc1cc(CNCCNC(=O)c2cccs2)cc(OC)c1OC,-7,-7,-2,-5,1,0,-1,i,16,10
O=C(O)c1n[nH]c2c1CCCCC2,4,6,-2,-18,5,-6,1,i,31,-2
Cc1cccc(CSc2nc3ccncc3n2CC(=O)Nc2cc(C)cc(C)c2)c1,9,1,-2,4,0,-1,2,i,11,0
Cc1nc2n(COCCO)cnn2c(=O)c1Br,-6,0,-2,-3,-1,1,2,i,9,4
OCCC1CN(Cc2ccc(Oc3ncccn3)cc2)CCN1C1CCCCC1 (centres undefined),-4,-3,-3,-9,-2,-2,-2,i,21,0
CCc1cc(CNC(=O)C2CCC(=O)N(Cc3ccc(Cl)cc3)C2)on1 (centres undefined),-3,-5,-1,1,2,-1,-5,i,-3,.
CCOc1cc(C=O)ccc1OCCn1c([N+](=O)[O-])cnc1C,6,2,-27,23,2,-1,-1,i,5,-3
COc1ccc2cc(C(=O)C3CCCN(C(=O)CCc4ccccn4)C3)ccc2c1 (centres undefined),11,-13,-2,8,3,-1,-2,i,10,1
COc1ccc2occ(C(=O)c3ccccc3)c2c1,10,-4,-1,25,-3,3,-2,i,26,.
O=C(CSc1cccc[n+]1[O-])NC1CCCCCCC1,3,-8,3,15,3,-1,-1,i,-7,3
C[C@@H](C(=O)Nc1nc2ccc(F)cc2s1)N1C(=O)C2CC=CCC2C1=O (some centres undefined),-2,9,-7,10,0,0,2,i,18,21
Cc1nnc(SC(C)C(=O)Nc2nccs2)s1 (centres undefined),9,1,1,3,-1,2,-6,.,38,6
Nn1c(SCc2ccccc2F)nnc1-c1cccnc1,27,-5,-7,26,2,4,-3,i,-10,.
CN(CC(=O)Nc1cccc(F)c1)C(=O)/C=C/c1cc(Br)ccc1OC(F)F,8,1,14,9,-2,-1,.,i,4,0
COc1ccc(C(=O)/C=C/c2ccc(OC)c(COc3ccc(F)cc3)c2)cc1,13,1,4,7,-3,-1,24*,i,30,.
O=S(=O)(O)c1nc2ccccc2n1CCOc1ccccc1,-3,1,2,-6,8,-9,3,i,22,-1
Cc1noc(C)c1COC(=O)/C=C/c1ccccc1Cl,2,-2,0,20,4,-1,1,i,15,-7
CCOC(=O)N1CCN(S(=O)(=O)Cc2ccccc2)CC1,-3,-13,6,2,1,0,-1,i,10,-5
CC(C)Cn1c(-c2csc3c2CCCC3)n[nH]c1=S,1,-1,25,8,3,0,-5,.,-7,8
CCCC12C(=O)C(C)(C(c3ccccc3)=C1c1ccccc1)C1C(=O)N(c3ccc(C)cc3)C(=O)C12 (centres undefined),-1,4,0,-6,5,-2,0,i,33,-1
COC(=O)C1=C(C)Nc2ncnn2C1c1ccco1 (centres undefined),0,-5,0,17,0,2,0,i,9,-7
CSCCC1NC2(C(=O)Nc3c(C)cc(Cl)cc32)[C@@H]2C(=O)N(C3CCCC3)C(=O)[C@H]12 (some centres undefined),-21,3,-4,-41,-5,1,3,i,43,3
Clc1ccc(-c2cn3nc4c(nc3n2)CCCC4)cc1,7,0,-7,5,0,-3,8,i,11,4
CN(Cc1ccccc1)c1nc2c(c(=O)[nH]c(=O)n2C)n1CCOc1ccccc1,6,2,13,8,2,0,1,i,2,2
Cc1ccc(S(=O)Cc2ccc(C(=O)N3CCN(C4CCCCC4)CC3)o2)cc1 (centres undefined),3,0,-1,-8,-3,-4,-3,i,-18,3
C=CCOc1ccccc1/C=c1\sc2nc(-c3oc4ccccc4c3C)nn2c1=O,-2,?,3,-8,-6,-1,-3,i,12,.
O=C(N/N=C/c1ccc(-c2ccccc2[N+](=O)[O-])o1)c1cccnc1,3,10,3,11,2,9,32*,i,15,7
COc1ccc2oc(C(=O)OCC(=O)NC3(C#N)CCCC3)c(C)c2c1,-1,-7,7,-3,-1,0,.,i,8,20
CC(c1ccccc1)n1c(-c2ccncc2)n[nH]c1=S (centres undefined),-5,0,6,-2,1,-1,4,i,34,0
O=C(Cn1ncc2c3ccccc3n(Cc3ccccc3)c2c1=O)NCc1ccccn1,-4,-19,6,4,2,0,-8,i,4,4

# Printed as active in HSF1 activator (from the list above):
SMILES,HSF1 inh,HDAC3 inhib,Platelet DG rel,HSF1 activator,GSK3B inh,GSK3 alpha inh,HSP90 refold inh,PolyA inhibitor,AI-2 QS modul,DYRK1A inh
Cc1nn(-c2ccccc2)c2sc(C(=O)N(Cc3ccco3)C(C)C(=O)NC(C)(C)C)cc12 (centres undefined),55,-6,-7,91*,4,-1,-4,i,3,-2
O=C(CSc1nnc(-c2ccccc2)c(-c2ccccc2)n1)N1CCc2ccccc21,78,2,-2,130*,-1,-4,-1,i,16,3

# Carrying on.
SMILES,HSF1 inh,HDAC3 inhib,Platelet DG rel,HSF1 activator,GSK3B inh,GSK3 alpha inh,HSP90 refold inh,PolyA inhibitor,AI-2 QS modul,DYRK1A inh
Cc1ccccc1NC(=O)/C(=C/c1ccco1)c1ccccc1,-6,1,-1,-3,-1,-1,2,i,2,5
O=C(NCCCCCCNC(=O)c1cccs1)c1cccs1,14,-2,2,44,-2,0,6,i,10,3
COc1ccccc1C(=O)NC(CCSC)C(=O)N1CCN(C/C=C/c2ccccc2)CC1 (centres undefined),6,5,-3,-20,2,0,.,i,10,6
CC(C)(C)OC(=O)N1CC2Cc3[nH]c(=O)ccc3C(C2)C1 (centres undefined),1,0,6,6,3,-2,0,i,11,-5
Cc1cc(C)cc(OCC(=O)Nc2cnn(CCCC(=O)O)c2)c1,-2,7,-1,0,1,-1,-3,i,17,-6
NCCSc1c(-c2ccccc2)[nH]c2ccccc12,-2,-18,-1,-14,0,-1,7,i,36,4
CN1CCN(CC(=O)N2N=C(c3cccs3)CC2c2ccco2)CC1 (centres undefined),-58*,0,-2,-65,-1,-2,1,i,-2,-2
COc1cc(Cl)ccc1OCc1cc(C(=O)NCC(C)c2ccccc2)no1 (centres undefined),2,6,12,16,1,-1,-1,i,.,0
O=C(CN1C(=O)c2ccccc2C1=O)Nc1cccc2cccnc12,4,0,-2,3,3,-1,-2,i,7,-8
